S3 lipid droplet: qHTS Assay for Lipid Storage Modulators in Drosophila S3 Cells. Drosophila S3 cells, BODIPY lipid droplet fluorescence, 18-24 h; cells fed with added oleic acid. Potency in µM for hits, for the others lipid storage change, negative = inhibition, % at the top dose, mostly 46.1 µM. AID 2685. hit rate 0.64% among 320,000; active means well fitted inhibition curve with a large enough effect in the signal ratio, with a control signal flat, not every such curve was filed as active; inconclusive means small, poorly fitted or top-dose-only effect, or effect the other way, or a change in a side signal; the % refers to the signal ratio
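Drosophila S3 cells loaded with oleic acid (400 uM, as added) and compounds at several concentrations; lipid droplets imaged by 488-nm laser-scanning cytometry, 500–530 nm intensity and object ratio to cell channel. Percent activity normalized to 20 uM Triacsin C.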
S3 lipid droplet cell count max: recorded beside S3 lipid droplet, whose call it bears; cell number change, %; measured here: cell count max response;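 cells counted by Cell Tracker Red CMTPX staining in the red channel; peak over a dose series mostly up to 46.1 µM; percent activity relative to internal control wells on each plate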
* marks the source's active call; other numbers are inactive results; i = inactive; u = inconclusive; x = no result given; [ ] = dose if it differs, or a comment. On the % scale 0 is the no-effect control and ±100 the full control effect; potency means the concentration at half of the fitted maximal effect.

Below each compound – S3 lipid droplet, S3 lipid droplet cell count max
CCOC(=O)c1c(NC(=O)COC(=O)Cn2c(C)nc3ccccc32)sc2c1CCCC2
 : u, x
O=C(CSc1nnc(CNc2ccc(F)cc2)n1-c1ccccc1)N1CCOCC1
 : 2.9%, -1.8
O=C1C=CC(=C(c2ccc(O)cc2)c2ccc(O)cc2)C=C1
 : u, x
CN1CCN(C(=O)c2cc(Cl)ccc2Cl)CC1
 : u, x
C=CCNC(=O)c1cc2c(C(F)(F)F)nn(C)c2s1
 : i, -20.1
O=C(c1ccc2c(c1)OCO2)N(Cc1ccco1)C1(C(=O)NC2CCCCC2)CCCCC1
 : u, x
CNC(=S)SCCOc1ccc(C)cc1
 : u, x
COc1ccc2c(c1OC)C(=O)OC2Nc1ccc(S(=O)(=O)N=C(N)N)cc1 (centres undefined)
 : u, x
COc1ccc(N2CCN(C(=O)C34CCC(C)(C(=O)C3)C4(C)C)CC2)cc1 (centres undefined)
 : i, 5.4
O=C(Nc1ccc([N+](=O)[O-])cc1)OCCc1ccccn1
 : u, x

Of the compounds above, 2 contain four or more nitrogen atoms:
Below each compound – S3 lipid droplet, S3 lipid droplet cell count max
O=C(CSc1nnc(CNc2ccc(F)cc2)n1-c1ccccc1)N1CCOCC1
 : 2.9%, -1.8
COc1ccc2c(c1OC)C(=O)OC2Nc1ccc(S(=O)(=O)N=C(N)N)cc1 (centres undefined)
 : u, x

Further results follow:
Below each compound – S3 lipid droplet, S3 lipid droplet cell count max
Cn1c(N)nc2nc(CCc3ccccc3)c(=O)[nH]c2c1=O
 : u, x
O=C(O)c1cc(Cl)c(Cl)cc1C(=O)Nc1cccc2cccnc12
 : 8.0%, 15.1
Cc1ccc(C(=O)NC(C#N)=C(Cl)Cl)cc1
 : u, x
CCOC(=O)N1CCN(c2cc(=O)n(-c3ccc(C)cc3)c(=O)[nH]2)CC1
 : -5.4%, 15.6
CN(Cc1ccccc1)C(NC(=O)c1ccco1)C(Cl)(Cl)Cl (centres undefined)
 : u, x
OCCC1CN(Cc2cn[nH]c2C2CCCCC2)CCN1C1CCCC1 (centres undefined)
 : 10.2%, -1.2
O=C(COC(=O)c1ccccc1O)Nc1ncc(Cl)cc1Cl
 : u, x
C#CCOCCOCCOCCNc1nc(N2CCN(C(=O)Cn3cc(CCCN=C(N)N)nn3)CC2)nc(N2CCN(C(=O)Cn3cc(CCCN=C(N)N)nn3)CC2)n1
 : -6.0%, 1.4
O=C(Cc1ccccc1[N+](=O)[O-])Nc1ccc2c(c1)OCO2
 : 20.6%, 18.9
NS(=O)(=O)c1ccc(CCNC(=O)CSc2nc3ccsc3c(=O)n2C2CC2)cc1
 : 5.1%, 1.7

Next section
Below each compound – S3 lipid droplet, S3 lipid droplet cell count max
C#CCOCCOCCOCCNc1nc(N2CCN(C(=O)[C@H]([C@@H](C)CC)n3cc([C@@H](N)Cc4ccc(O)cc4)nn3)CC2)nc(N2CCN(C(=O)[C@H](CCCCN)n3cc([C@@H](N)CO)nn3)CC2)n1
 : -1.2%, 4.0
CC1(C)CC(NC(=O)c2ccncc2)CC(C)(C)N1O
 : 17.7%[9.22 µM], x
CCCCCc1ccc(-c2cn(CC3CCCCC3)nn2)cc1
 : i, 10.4
C[C@@H](C(=O)NC1CCCCC1)N1C(=O)N2CCc3c([nH]c4ccccc34)[C@@]2(C)C1=O
 : -16.8%, 7.5
Cc1cccc(NC(=O)CSc2nnc(CNC(=O)c3ccco3)n2C)c1C
 : 5.7%, -3.2
COc1ccccc1N1CCN(S(=O)(=O)c2ccc3nc(-c4ccccc4)[nH]c3c2)CC1
 : u, x
CCN(CC)S(=O)(=O)c1ccc2[nH]c(=O)c3ccccc3c2c1
 : u, x
Cc1c(C)c2ccc(OCC(=O)N3CCN(c4ccc(F)cc4)CC3)c(C)c2oc1=O
 : 9.5%, 16.1
COCCN(Cc1ccco1)C(=O)C1CCCN(c2ncnc3c2nc2n3CCCCC2)C1 (centres undefined)
 : u, x
CC(C)c1ccc(CN2CC(C(=O)Nc3ccccc3)CC2=O)cc1 (centres undefined)
 : -23.6%, -4.5

The list continues:
Below each compound – S3 lipid droplet, S3 lipid droplet cell count max
COc1ccccc1NC(=O)CC1CCCC1
 : u, x
CCOc1ccc(Cn2nnc(C(=O)Nc3cc(OC)cc(OC)c3)c2N)cc1
 : u, x
Cn1nc(-c2ccc(N3CCOCC3)c(NS(=O)(=O)c3ccc(Cl)cc3)c2)c2ccccc2c1=O
 : 6.1%, -1.5
CCN(CC)c1ccc(NC(=O)CSc2nnc(N)s2)cc1C
 : 3.0%, -6.9
O=C1Nc2ccc(Br)cc2/C1=C/C1CC=CCC1 (centres undefined)
 : u, x
COc1cccc(-c2nc(-c3ccccn3)no2)c1OC
 : u, x
Cc1ccc(S(=O)(=O)N(C)CCCC(=O)NC(C)(C)C)cc1
 : u, x
S=C(Nc1cc(Cl)cc(Cl)c1)N1CCCC1
 : -17.4%, x
O=C(NCc1nnnn1-c1ccc(F)c(F)c1)c1ccc(S(=O)(=O)N2CCOCC2)cc1
 : 22.3%, 7.0
Cc1ccc2c(=O)cc(C(=O)NCc3ccccc3)oc2c1C
 : u, x

Some of the entries above, reformatted:
SMILES	S3 lipid droplet	S3 lipid droplet cell count max
S=C(Nc1cc(Cl)cc(Cl)c1)N1CCCC1	-17.4%	x
CCN(CC)c1ccc(NC(=O)CSc2nnc(N)s2)cc1C	3.0%	-6.9

(next part)
Below each compound – S3 lipid droplet, S3 lipid droplet cell count max
Cn1c(=O)c2c(nc(SCCN3CCOCC3)n2Cc2ccc(F)cc2)n(C)c1=O
 : u, x
O=C(CCc1nc(-c2ccccc2F)no1)NC1CCCCC1
 : -2.8%, 1.2
CCN(CC(=O)NCc1ccc(Cl)cc1)C(=O)CSc1cc(C)ccc1C
 : u, x
COc1ccc(CNC(=O)CN(C(=O)CCC(=O)Nc2ccccn2)c2ccccc2OC)cc1
 : i, -6.8
CC(=O)Nc1nc(C)c(-c2csc(Nc3cccc([N+](=O)[O-])c3)n2)s1
 : u, x
Cc1ccc(-c2sc(C(=O)NN)c(C)c2C#N)cc1
 : 11.3%, 0.8
CCC(=O)NC(Nc1ccccn1)(C(=O)OC)C(F)(F)F (centres undefined)
 : u, x
Cc1ccccc1NC(=O)CN(c1ccc(F)cc1)S(C)(=O)=O
 : u, x
Cc1[nH]c2ccccc2c1C(=O)CSC(=S)N1CCCCC1
 : u, x
CC(=O)Nc1ccc(N=Cc2c(O)c3ccccc3oc2=O)cc1
 : i, 12.2

More structures follow:
Below each compound – S3 lipid droplet, S3 lipid droplet cell count max
CN1CC[n+]2c(CN3C(=O)c4ccccc4C3=O)csc21
 : u, x
C=C(C)C1Cc2c(C)nn(-c3nc(C)cc(C)n3)c2C1 (centres undefined)
 : u, x
C/C(=N\NC(=O)C(C)Sc1ccccc1)C(C)(C)C (centres undefined)
 : 5.7%, x
O=C(Nc1c2c(nn1-c1ccc(F)cc1)CS(=O)C2)C12CC3CC(CC(C3)C1)C2 (centres undefined)
 : u, x
CC(C)(C)N(Cc1ccccc1)C(=O)COC(=O)C1CCN(c2ccc(C(F)(F)F)cn2)CC1
 : u, x
Cc1ccc(C(=O)Nc2ccccc2C(=O)NC2CCCCC2)cc1S(=O)(=O)N1CCOCC1
 : 10.6%, 0.5
CCCN1C(=O)SC(CC(=O)Nc2ccc(C)cc2)C1=O (centres undefined)
 : 0.3%, -9.9
Cn1cccc1CC(=O)NNC(=S)Nc1ccccc1Cl
 : 17.7%, -7.8
O=C1N/C(=N\S(=O)(=O)c2ccccc2)S/C1=C\c1cc([N+](=O)[O-])ccc1O
 : u, x
Cc1ccc(NC(=O)c2cc(-c3ccc(F)cc3)on2)cc1C
 : 6.7%, x

Remaining list, next part.
Below each compound – S3 lipid droplet, S3 lipid droplet cell count max
CCNC(=O)c1ccccc1-c1nc(-c2ccccc2)no1
 : 17.2%, 0.3
COc1ccc(NS(=O)(=O)c2cccc(C(=O)NCC3(N(C)C)CCCCC3)c2)cc1
 : u, x
COc1ccc(/C=N/NC(=O)CNS(=O)(=O)c2ccc(C)cc2)cc1
 : 22.8%, 14.5
COc1ccc(NC(=S)N2CCN(c3ncccn3)CC2)c(OC)c1
 : u, x
COCc1cc(=O)[nH]c(/N=C(\N)Nc2cccc(C)c2)n1
 : i, x
C/C(=N\NC(=O)CSCc1ccccc1Br)c1cccc([N+](=O)[O-])c1
 : u, x
COc1ccc(NC(=O)C(C)N2C(=O)c3ccccc3S2(=O)=O)c(OC)c1 (centres undefined)
 : u, x
COc1ccc(Nc2ncccc2C(=O)O)cc1
 : i, x
CCOC(=O)c1c(-c2ccc(OC)cc2)csc1NC(=O)C1CCCO1 (centres undefined)
 : -4.4%, -7.6
O=C(/C=C/c1ccc(S(=O)(=O)N2CCOCC2)cc1)N1CCCCC1
 : u, x

More records follow.
Below each compound – S3 lipid droplet, S3 lipid droplet cell count max
COc1ccc(S(=O)(=O)CCC(=O)N(C)c2ccc(OC)cc2OC)cc1
 : u, x
COC(C(=O)N1CCC(CCC(=O)Nc2ccccc2)CC1)c1ccccc1 (centres undefined)
 : i, -6.5
O=C(c1ccco1)N1C2C=CC(C2)C1(C(F)(F)F)C(F)(F)F (centres undefined)
 : 4.4%, -10.1
CC(C)CCN1CCN(Cc2cnc(-c3ccccc3)s2)CC1CCO (centres undefined)
 : -15.7%, -5.6
Cc1ccc(C(=O)N[C@H](C(=O)Nc2ccc(F)cc2)C(C)C)cc1
 : 8.0%, 5.1
CC(=O)Nc1ccc(C(=O)COC(=O)CN2C(=O)NC3(CCCCC3C)C2=O)cc1 (centres undefined)
 : 5.2%, 1.0
CCOC(=O)COc1ccc(S(=O)(=O)Nc2cccc(SC)c2)cc1
 : -6.4%, 1.5
O=C(Nc1ccc(Cl)cc1)c1cc(S(=O)(=O)N2CCOCC2)cs1
 : u, x
CCOC(=O)c1c(C(F)(F)F)cc(-c2ccc(F)cc2)nc1C
 : 4.1%, 2.2
CCCN1C/C(=C/c2cccc([N+](=O)[O-])c2)C(=O)/C(=C/c2cccc([N+](=O)[O-])c2)C1
 : u, x

Following part.
Below each compound – S3 lipid droplet, S3 lipid droplet cell count max
Cc1ccc2cc3cc(C(=O)NCCN4CCOCC4)oc3nc2c1
 : 5.6%, 4.0
CN(C)c1cccc2c(S(=O)(=O)N3CCCC3)cccc12
 : 13.1%, 21.5
O=C(/C=C/c1cn(-c2ccccc2)nc1-c1ccccc1)Nc1ccc(C(=O)O)cc1
 : u, x
CCCCNC(=O)NC1C(NC(=O)NCCCC)N(C)C(=O)N1C (centres undefined)
 : 1.7%, 3.7
CN1C(=O)/C(=C/c2ccccc2Cl)Sc2ccc(C(=O)N3CCCC3)cc21
 : u, x
O=C(COc1ccccc1)N1CCCC1
 : u, x
O=C1CC(c2nc3ccccc3[nH]2)CN1c1ccccc1F (centres undefined)
 : 16.5%, 21.0
COc1ccccc1N(/N=C1\Sc2ccccc2C1=O)C(C)=O
 : 16.4µM*, 3.6*
CCOc1ccc(Nc2nc(N)c([N+](=O)[O-])c(N3CCN(CC)CC3)n2)cc1
 : -0.4%, -2.2
CC1CCCC(C)N1C(=O)CSc1nnc(COc2ccccc2)n1-c1ccccc1 (centres undefined)
 : -6.6%, 12.8

Next structures:
Below each compound – S3 lipid droplet, S3 lipid droplet cell count max
CC1Cc2ccccc2N1C(=S)NC(=O)C1(C)CC1(Cl)Cl (centres undefined)
 : u, x
C/C(=N\NC(=O)c1ccc(F)cc1)c1cccc(NC(=O)c2ccco2)c1
 : -17.3%, 1.2
Cc1ccc(S(=O)(=O)c2cc(OC(=O)c3ccco3)ccc2OC(=O)c2ccco2)cc1
 : u, x
CCOc1ccc2[nH]c3c(NCCC(C)C)ncnc3c2c1
 : u, x
COc1ccc(NC(=O)CSc2nnc(CNC(=O)c3ccco3)o2)c(OC)c1
 : u, x
COc1ccccc1/C=C1\CCC(C2CCCC2)C1=O (centres undefined)
 : i, -1.8
CCc1ccccc1Cn1c(=O)oc2cccnc21
 : u, x
CN1CCN(S(=O)(=O)c2ccc(Br)s2)CC1
 : -19.4%, -10.8
C=CCn1c(SCC(=O)Nc2cccnc2Cl)nnc1-c1ccc(C(C)(C)C)cc1
 : u, x
O=C1CC(c2ccco2)CC(O)=C1C=NCCN1CCN(C2CC(=O)N(c3ccccc3)C2=O)CC1 (centres undefined)
 : -0.3%, 9.2

The listing continues:
Below each compound – S3 lipid droplet, S3 lipid droplet cell count max
CCOC(=O)c1c(C)c(C(=O)NCC2CCCO2)c(C)n1CC (centres undefined)
 : i, x
CC(=O)[C@@]12O[C@@H]1C[C@H]1[C@@H]3CC[C@H]4C[C@@H](O)CC[C@]4(C)[C@H]3CC[C@@]12C
 : u, x
Cc1cccc(N2C(=O)c3cccc(Oc4ccc(Cl)cc4)c3C2=O)c1
 : u, x
CC(=O)c1ccc(OC(=O)c2ccc(Br)o2)cc1
 : u, x
COc1ccc(C(=O)C2CCCN(C(=O)c3cccc(Cn4cccn4)c3)C2)cc1F (centres undefined)
 : u, x
COc1cccc(OC)c1C(=O)NNC(=O)c1cccc(COc2ccc3c(c2)CCC3)c1
 : 14.4%, -1.6
Cc1ccc(C(=O)NCCC(=O)N2CCOCC2)cc1
 : -20.7%, 6.1
CCCCN(C(=O)NC(=O)Nc1ccccc1OCC)S(C)(=O)=O
 : 5.5%, -4.9
NNC(=O)c1[nH]c2ccc(Br)cc2c1-c1ccccc1
 : -13.6%, -16.4
CC1=C(C)CC(C(=O)Nc2ccc(C(N)=O)cc2)C(C(=O)O)C1 (centres undefined)
 : u, x
CCC(Oc1ccccc1)C(=O)Nc1nc2ccccc2[nH]1 (centres undefined)
 : u, x
O=C(Cc1cccc(NC(=O)C2CCN(C(=O)C3CCC3)CC2)c1)Nc1cccc(C(=O)N2CCCC2)c1
 : u, x

High-throughput results deposited in PubChem BioAssay by National Center for Advancing Translational Sciences (NCATS).

This is a subset. The share of hits here may be higher or lower than overall.
